MgcRacGAP inhibition: MgcRacGAP GTPase-activating activity inhibitors, confirmation, biochemical, ADP Hunter fluorescence | MgcRacGAP-stimulated Rac1 GTP hydrolysis, ADP Hunter fluorescence; higher % means a stronger effect; GST-tagged Rac1 F28L mutant substrate | one-dose inhibition, % at 30 µM; IC50 in µM for titrated hits | hit rate 0.6% among 340,000;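 active means first-screen hits whose inhibition reached a set limit at any dose in the follow-up dose series; inconclusive means inhibition above the set first-screen limit but never retested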;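 further: fluorescence reports GDP produced by GAP-driven GTP hydrolysis; strong numbers were not always called active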
West Nile antiviral: inhibition of WNV-induced cytopathic effect – cell-based, CPE readout (AID 1621) | West Nile virus-infected cells, CPE inhibition; higher % means a stronger effect | hit rate 0.02% among 290,000 | CPE inhibition, % at 10 µM, or IC50 in µM where a hit was titrated; in the data active means a potency from the dose series; inconclusive means CPE inhibition mostly from about 3.7% at the one dose, without a potency; inactive means the rest, 99 in 100 with CPE inhibition below about 2.2%; further: strong numbers were not always called active
PhoP inhibition: PhoP-dependent GFP reporter repression – Salmonella Typhimurium, primary screen (AID 1863) | S. Typhimurium PhoP-regulated promoter GFP reporter, 4 h; higher % means a stronger effect | inhibition, % at 50 µM, or IC50 in µM where a hit was titrated | hit rate 0.16% among 300,000;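 active means inhibition over 29.93%, a cutoff 3 SD above the screen mean, later confirmed by dose response; inconclusive means inhibition over 29.93% but no dose response follow-up; inactive means inhibition at most 29.93% or unconfirmed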;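 further: 0% = low Mg2+ inducing control and 100% = high Mg2+ repressing control; strong numbers were not always called active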
T cell modulator: modulates CD8 T cell binding to vesicles; 2C CD8+ T cell-vesicle binding, flow cytometry; active compounds read low; calls only at 7 µM; hit rate 0.068% among 330,000;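 active means response, share of CD8 T cells binding vesicles, and their 90th percentile fluorescence all below set limits, cut at about 80% in these data, passing the limit was not always enough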
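incubation = binding step 1.5 h, 37 °C, antibody labelling 20 min, ice | test system = 2C mouse CD8+ T cells | read-out basis = percent CD8+ FL2 mean versus row control | controls = Peptide-free naked vesicles (low) and QL9 vesicles with 0.7% DMSO vehicle (high) | detection = flow cytometry of vesicle-bound cells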
K1F lysis inhibition: protection from phage-mediated lysis, alamar blue read-out – E. coli UTI89, K1F phage, bacterial capsule biogenesis inhibitors (AID 488966). E. coli UTI89 K1F phage lysis, alamar blue, 2 h; higher % means a stronger effect. inhibition, % at 100 µM; hits with a dose series show IC50 in µM. hit rate 0.02% among 340,000;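 active means phage lysis inhibition, versus mean bacterial control, above a set limit; inconclusive means no clear call, values can overlap the other calls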;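 further: capsule biogenesis inhibitors block K1F phage lysis so surviving cells raise fluorescence; higher fluorescence means more inhibition of phage lysis; actives were called in the ten point dose series up to 300 µM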
NTR1 ag: agonists of NTR1, primary screen, imaging, U2OS cells, beta-arrestin-GFP, high content (AID 493036); NTR1-U2OS beta-arrestin-GFP spot imaging, agonist mode; P30989; hit rate 0.17% among 330,000; activation, % at 20 µM;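 active means activation at or above 40% of the spot to cytoplasm intensity ratio, with at least 20 cells analyzed; inconclusive means wells under 20 cells, flagged as cytotoxic or low count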;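 further: 0% = DMSO without peptide and 100% = 100 nM NTR1 peptide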
Target sequence (P30989 whole entry, looked up): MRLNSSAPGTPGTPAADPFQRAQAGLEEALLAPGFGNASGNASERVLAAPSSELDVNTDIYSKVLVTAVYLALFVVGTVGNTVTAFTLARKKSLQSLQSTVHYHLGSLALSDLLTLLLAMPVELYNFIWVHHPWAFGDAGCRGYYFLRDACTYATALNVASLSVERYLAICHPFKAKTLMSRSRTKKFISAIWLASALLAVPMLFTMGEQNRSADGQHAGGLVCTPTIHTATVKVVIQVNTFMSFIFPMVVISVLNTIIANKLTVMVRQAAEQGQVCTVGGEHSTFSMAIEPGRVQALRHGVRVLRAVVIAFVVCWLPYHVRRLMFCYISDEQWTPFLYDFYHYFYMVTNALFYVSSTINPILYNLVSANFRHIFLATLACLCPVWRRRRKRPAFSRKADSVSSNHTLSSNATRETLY
SV40 large T antigen: TAg ATPase/helicase activity blockers – biochemical (AID 1903); inhibition, % at 20 µM, or IC50 in µM where a hit was titrated; hit rate 0.39% among 310,000; SV40 large T antigen ATPase/helicase inhibition assay; higher % means a stronger effect; in the data active means a potency from the dose series; inconclusive means inhibition mostly from about 32% at the one dose, without a potency; inactive means the rest, 99 in 100 with inhibition below about 32%; further: strong numbers were not always called active
RSV CPE inhibition: inhibition of RSV-induced cytopathic effect – HEp-2 cells, primary 10 µM value included (AID 2391); HEp-2 cells, RSV-induced CPE inhibition; higher % means a stronger effect; CPE inhibition, % at 10 µM; hits with a dose series show IC50 in µM; hit rate 0.13% among 310,000; in the data active means a potency from the dose series; inconclusive means CPE inhibition mostly from about 23% at the one dose, without a potency; inactive means the rest, 99 in 100 with CPE inhibition below about 21%; further: strong numbers were not always called active
NS5 inhibitors: Dengue-2 NS5 methyltransferase inhibitors, primary screen, biochemical, confirmation dose response (AID 588689); Dengue-2 NS5 methyltransferase capping enzyme assay, biochemical; higher % means a stronger effect; inhibition, % at 25 µM; hits with a dose series show IC50 in µM; hit rate 0.3% among 340,000; in the data active means a potency from the dose series; inconclusive means inhibition above about 29% without an active follow-up result
T cell modulator vesicle-bound %: second read-out of T cell modulator, no call of its own (marks repeat the call); double positive events, %; measured here: CD8+ vesicle-bound cell fraction;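 binding gate set so that unloaded-vesicle control wells show 10% double positive cells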
NTR1 ag cell count 20 µM: second read-out of NTR1 ag, no call of its own (marks repeat the call); cell count; measured here: cell count, cytotoxicity flag
NS5 inhibitors pilot replicate: second read-out of NS5 inhibitors, no call of its own (marks repeat the call); inhibition, %; measured here: pilot screen replicate inhibition
An asterisk follows results filed as active; i = inactive; ? = inconclusive; / = no result given; [ ] = remark or other dose.

The first two records as a preview:
SMILES	MgcRacGAP inhibition	West Nile antiviral	PhoP inhibition	T cell modulator	T cell modulator vesicle-bound %	K1F lysis inhibition	NTR1 ag	NTR1 ag cell count 20 µM	SV40 large T antigen	RSV CPE inhibition	NS5 inhibitors	others
COc1cccc(Nc2nc3ccc(OC)cc3s2)c1	12%	0.0%	-6%	i	46	0.1%	7.5	61	16%	10%	-1%
COc1ccc2c(CC(=O)Nc3nnc(C4CC4)s3)coc2c1	8%	1.0%	-5%	i	58	4.2%	-0.7	62	1%	0.6%	10%

Main list, repeating the preview:
SMILES	MgcRacGAP inhibition	West Nile antiviral	PhoP inhibition	T cell modulator	T cell modulator vesicle-bound %	K1F lysis inhibition	NTR1 ag	NTR1 ag cell count 20 µM	SV40 large T antigen	RSV CPE inhibition	NS5 inhibitors	others
COc1cccc(Nc2nc3ccc(OC)cc3s2)c1	12%	0.0%	-6%	i	46	0.1%	7.5	61	16%	10%	-1%
COc1ccc2c(CC(=O)Nc3nnc(C4CC4)s3)coc2c1	8%	1.0%	-5%	i	58	4.2%	-0.7	62	1%	0.6%	10%
CCC(=O)NC(=S)Nc1ccccc1C(=O)NC1CCCCC1	1%	-0.2%	-1%	i	13	1.0%	1.1	41	26%	1.2%	-2%
CNC(=O)c1ccc2c(c1)nnn2C	0%	0.0%	22%	i	56	-0.4%	-1.1	102	-35%	0.4%	-9%
Cc1ccc(C(=O)/C=C2/NC(=O)CS2)cc1	1%	0.2%	-5%	i	26	0.6%	-0.7	101	9%	0.3%	-7%
CCCS(=O)(=O)n1nc(-c2ccc(OC)cc2)cc1N	14%	0.1%	-7%	i	34	i	-2.8	47	5%	1.6%	4%
O=C(Cc1cccc2ccccc12)N/N=C/c1ccc(O)c([N+](=O)[O-])c1	-2%	0.6%	-7%	i	28	-1.6%	-0.9	57	26%	0.3%	4%
COC(=O)c1sc(S(=O)(=O)N2CCCCC2C)c(C(=O)OC)c1C (stereo not given)	7%	/	/	i	6	-0.3%[50 µM]	-0.9	71	/	4.4%	-2%
CN(C(=O)Cn1nnc(-c2ccc(F)cc2)n1)C1CCS(=O)(=O)C1 (stereo not given)	2%	/	/	i	24	0.5%[50 µM]	0.1	60	/	0.6%	-3%
COc1ccc(N(CC(=O)O)S(=O)(=O)c2ccc(OC)c(OC)c2)cc1	4%	0.0%	7%	i	43	0.2%	1.5	84	7%	1.0%	4%
O=c1[nH]cnc2ccccc12	0%	0.3%	4%	i	39	-0.5%	-1.1	100	7%	/	-1%
CC1(C)Cc2cccc(OCC(=O)N3CCN(c4cccc(Cl)c4)CC3)c2O1	3%	/	-1%	i	26	-0.2%[50 µM]	4.1	33	14%	6.3%	-1%
CCOCC(=O)N1CCN(c2ccccc2OC)CC1	3%	0.1%	-1%	i	49	-1.0%	-0.6	55	8%	0.6%	5%
CCOc1ccc(NC(=O)CN(C)C(=O)c2ccc(N3CCOCC3)c([N+](=O)[O-])c2)cc1OCC	7%	0.1%	-7%	i	5	0.0%	3.4	56	27%	2.7%	-7%
CCN1C(=O)/C(=C\N2CCCCCC2)SC1=S	10%	0.0%	-5%	i	39	0.1%	-1.1	34	2%	-0.1%	-4%
Oc1csc(Cc2nc(-c3ccc4ccccc4c3)cs2)n1	7%	-0.2%	-5%	i	6	0.5%	4.4	86	14%	4.1%	-2%
COc1ccc(/C(C)=N/NS(=O)(=O)c2cc(C)ccc2C)c(OC)c1	0%	0.4%	0%	i	58	-0.4%	1.8	37	9%	17%	-1%
O=C(/C=C/c1ccccc1)Nc1cc(S(=O)(=O)N2CCOCC2)ccc1N1CCCC1	0%	-0.2%	7%	i	14	7.3%	0.7	55	21%	2.3%	4%
CCCN1CCOC(CC(=O)Nc2ccc([N+](=O)[O-])cc2)C1=O (stereo not given)	7%	0.7%	-7%	i	43	-0.8%	-0.2	104	10%	-1.0%	-9%
CC1(C)CC(=O)C2=C(C1)Nc1ccccc1NC2	-9%	0.4%	8%	i	46	-1.5%	-0.7	52	18%	0.2%	?
c1ccc(-n2nnnc2SCc2cccc(CSc3nnnn3-c3ccccc3)n2)cc1	10%	0.9%	-11%	i	34	0.4%	1.4	49	11%	0.4%	1%
Cc1csc(C(C)N(C)C(=O)c2ccc(OC3CCN(Cc4ccccn4)CC3)cc2)n1 (stereo not given)	7%	-0.3%	-2%	i	21	0.0%	0.3	67	7%	7.1%	-7%
CCOc1ccc(CCNC(=O)CN(C)S(=O)(=O)c2ccc3c(c2)CCC(=O)N3)cc1OCC	5%	-0.4%	-10%	i	37	0.1%	3.5	61	-2%	-0.4%	1%	NS5 inhibitors pilot replicate=-1.5
CCN(CC)C(=O)C1CCCN(c2ncnc3c2cnn3-c2cccc(C)c2)C1 (stereo not given)	13%	0.3%	-11%	i	26	0.9%	-0.4	31	12%	2.8%	-5%
C=CCOc1ccc(/C=C/C(=O)OCC(=O)NCc2cccs2)cc1	2%	/	1%	i	59	1.4%[50 µM]	-0.1	46	8%	0.0%	1%
C/C(CC(=O)Nc1ccccn1)=N\NC(=O)Cc1cccc2ccccc12	6%	0.0%	-6%	i	47	-0.3%	-0.3	86	9%	-1.1%	-4%
O=C(Nc1cc(S(=O)(=O)Nc2ccccc2Cl)ccc1O)c1ccc(F)cc1F	-4%	/	/	i	28	3.3%	1.9	54	/	/	-4%
COc1cccc(/C=N\NC(=O)c2cc(OCC(F)(F)F)ccc2OCC(F)(F)F)c1	1%	/	-3%	i	59	0.6%	-0.1	67	6%	1.5%	2%
Cc1ccc(NC(=S)N(CCCN2CCCC2)Cc2cccn2Cc2ccc(Cl)cc2)cc1Cl	4%	/	0%	i	34	0.1%	13	55	16%	-1.5%	-12%
CCOc1ccc2[nH]c(=O)c(C(c3nnnn3Cc3ccco3)N3CCC(C)CC3)cc2c1 (stereo not given)	11%	-0.3%	-12%	i	50	-0.2%	1.3	56	34%	2.3%	7%
Cc1cccc(Cn2c(Sc3nc(C)cs3)nc3c2c(=O)[nH]c(=O)n3C)c1	2%	0.2%	-17%	i	52	0.8%	-1.7	82	17%	3.3%	-2%
COc1ccc(NC(=O)C2CCCN(S(C)(=O)=O)C2)c(OC)c1 (stereo not given)	-14%	-0.2%	-6%	i	62	-0.8%	-0.6	59	10%	0.1%	/
CC1CCCN(CCOCCOc2ccc(Br)cc2Cl)C1 (stereo not given)	31%	-0.5%	1%	i	44	8.4%	-1.8	44	20%	-0.6%	2%
CCc1nnc(NC(=O)c2ccc(COc3ccc(C)cc3)o2)s1	-3%	0.2%	1%	i	22	-0.1%	-0.2	91	2%	3.0%	4%	NS5 inhibitors pilot replicate=1.8
CCOC(=O)N1CCN(C(=O)CCCn2c(=S)[nH]c3ccccc3c2=O)CC1	2%	0.3%	2%	i	45	0.5%	-0.6	81	-12%	2.5%	1%
COCCn1c(C)nnc1SCC(=O)NNC(=O)c1ccc(Cl)cc1	2%	-0.5%	2%	i	41	0.9%	1.4	51	6%	5.6%	-6%
CCOC(=O)CSc1nc(-c2cccs2)nc2c1c(=O)n(C)c(=O)n2C	7%	-0.1%	/	i	39	-0.6%	9.7	46	7%	1.6%	3%
Cc1cc(S(=O)(=O)NCc2ccco2)c(C)s1	-1%	/	6%	i	36	3.0%	2.4	63	12%	1.3%	-3%
COc1ccccc1N(CC(O)Cn1nc(C)cc1C)S(=O)(=O)c1ccccc1 (stereo not given)	/	-0.4%	-3%	i	52	/	0.8	56	4%	-0.8%	/
Cc1ccc(OCC(=O)NCCCNC(=O)c2ccc(C)nc2)cc1	4%	0.5%	-1%	i	17	0.1%	-0.1	45	9%	2.9%	-12%
CCCC1=[N+](CC(C)=O)CCn2c(C)ccc21	-5%	0.2%	5%	i	45	0.1%	2.9	30	11%	2.6%	4%
CC(/C=C/c1ccc2c(c1)OCO2)=N\NC(=O)c1ccccc1	5%	-0.5%	-4%	i	24	1.2%	0.2	32	7%	3.3%	5%
CC1CN(S(=O)(=O)c2cc(C(=O)NC(C)c3cccnc3)ccc2Cl)CC(C)O1 (stereo not given)	7%	/	/	i	32	0.7%[50 µM]	2.0	65	/	/	4%
CCCc1nnc(NC(=O)c2ccc(S(=O)(=O)N(C)c3ccccc3OC)cc2)s1	2%	/	/	i	38	1.1%[50 µM]	0.3	60	/	2.3%	0%
O=C(Oc1cccnc1)c1ccc(Cl)cc1	4%	-0.3%	9%	i	13	0.4%	4.0	72	28%	0.7%	-1%	NS5 inhibitors pilot replicate=-4.6
CC1CCCCC1NC(=O)c1cc(S(=O)(=O)N2CCCCC2)ccc1N1CCOCC1 (stereo not given)	5%	/	/	i	5	0.3%[50 µM]	-1.0	87	/	0.4%	3%
COc1cccc(-c2nnn(CC(C)=O)n2)c1	2%	0.4%	-1%	i	28	2.0%	0.6	71	20%	7.8%	-6%
O=C(CN(Cc1ccc2c(c1)OCO2)C(=O)CNS(=O)(=O)c1ccccc1)NCC1CCCO1 (stereo not given)	7%	1.0%	-2%	i	49	0.6%	-1.1	38	16%	1.1%	-2%
COc1ccc(C(=O)COC(=O)c2cnc(C)cn2)cc1OC	5%	/	/	i	38	0.4%	2.9	73	/	3.0%	1%
COc1ccccc1NC(=O)c1c(Nc2ccccc2C)sc(C(=O)Nc2cccc(Cl)c2)c1N	10%	-1.7%	18%	i	33	5.5%	28	55	4%	6.0%	0%
CC1(C)NC(=O)N(CCCCOc2ccccc2[N+](=O)[O-])C1=O	/	0.0%	0%	i	1	/	-0.7	31	6%	-1.2%	/
O=C(Cn1cc([N+](=O)[O-])cn1)Nc1ccc(Cn2cc(Br)cn2)cc1	4%	-0.6%	0%	i	42	-5.2%	-0.3	49	3%	5.7%	-7%
CC1=C(C(=O)Nc2cccnc2)C(c2cccnc2)n2ncnc2N1 (stereo not given)	2%	0.0%	-1%	i	46	0.3%	-0.9	44	-6%	1.1%	1%
O=C(Nc1nc(-c2ccc(Cl)s2)cs1)c1cccs1	8%	-0.7%	-4%	i	31	-0.9%	9.0	55	4%	2.6%	-4%

Bioassay records: PubChem, several laboratories
